NTR1 agonist = agonists of NTR1, primary screen, imaging, U2OS cells, beta-arrestin-GFP, high content (AID 493036); P30989; NTR1-U2OS beta-arrestin-GFP spot imaging, agonist mode; activation, % at 20 µM; hit rate 0.17% among 330,000;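 active = activation at or above 40% of the spot to cytoplasm intensity ratio, with at least 20 cells analyzed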;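 note: 0% = DMSO without peptide and 100% = 100 nM NTR1 peptide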
Target sequence (P30989 whole entry, looked up): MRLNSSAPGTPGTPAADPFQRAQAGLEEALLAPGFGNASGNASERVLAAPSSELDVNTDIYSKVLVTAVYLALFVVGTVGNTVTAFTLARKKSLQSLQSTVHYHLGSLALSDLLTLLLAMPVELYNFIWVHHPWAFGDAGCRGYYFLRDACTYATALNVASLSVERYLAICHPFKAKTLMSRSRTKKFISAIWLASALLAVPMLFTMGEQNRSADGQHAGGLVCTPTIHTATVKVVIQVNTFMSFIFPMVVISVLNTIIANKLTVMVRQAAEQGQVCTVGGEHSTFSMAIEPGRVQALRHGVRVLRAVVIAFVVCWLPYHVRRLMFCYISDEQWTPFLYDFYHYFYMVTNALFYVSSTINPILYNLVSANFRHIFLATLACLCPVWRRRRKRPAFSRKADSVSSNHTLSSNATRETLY
Rac1 GTP hydrolysis = MgcRacGAP GTPase-activating activity inhibitors, confirmation, biochemical, ADP Hunter fluorescence; AID 624330; MgcRacGAP-stimulated Rac1 GTP hydrolysis, ADP Hunter fluorescence; higher % means a stronger effect; GST-tagged Rac1 F28L mutant substrate; inhibition, % at 30 µM, or IC50 in µM where a hit was titrated; hit rate 0.6% among 340,000;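 active = first-screen hits whose inhibition reached a set limit at any dose in the follow-up dose series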;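 note: fluorescence reports GDP produced by GAP-driven GTP hydrolysis; strong numbers were not always called active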
K1F lysis inhibition = inhibition of K1F phage lysis, E. coli UTI89, bacterial capsule biogenesis inhibitors, alamar blue (AID 488966); hit rate 0.02% among 340,000; one-dose inhibition, % at 100 µM; IC50 in µM for titrated hits; E. coli UTI89 K1F phage lysis, alamar blue, 2 h; higher % means a stronger effect;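 active = phage lysis inhibition, versus mean bacterial control, above a set limit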;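 note: capsule biogenesis inhibitors block K1F phage lysis so surviving cells raise fluorescence; higher fluorescence means more inhibition of phage lysis; actives were called in the ten point dose series up to 300 µM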
NTR1 agonist cell count 20 µM = recorded beside NTR1 agonist, whose call it bears; cell count; measured here: cell count, cytotoxicity flag
* marks the source's active call; other numbers are inactive results; [ ] = dose if it differs, or a comment. Some of the compounds tested; rates above refer to the full screens.

Order of results: NTR1 agonist	NTR1 agonist cell count 20 µM	Rac1 GTP hydrolysis	K1F lysis inhibition
- O=C(NC(Cc1ccccc1)C(=O)N1CCN(S(=O)(=O)c2ccccc2F)CC1)c1ccccc1 (stereo not given)
  5.0	55	4%	3.8%
- COc1cc(C(=O)Nc2cccc(C)n2)ccc1OCC(=O)N1CCOCC1
  1.3	52	3%	1.5%[50 µM]
- N#Cc1ccc(NC(=O)c2cc(S(=O)(=O)N3CCOCC3)ccc2N2CCCC2)cc1
  0.1	76	0%	-0.1%[50 µM]
- COc1ccc(C)cc1NC(=O)COC(=O)C1COc2ccccc2O1 (stereo not given)
  0.9	55	6%	1.0%[50 µM]
- O=C(c1cccc(S(=O)(=O)N2CCOCC2)c1)N1CCCC(C(F)(F)F)C1 (stereo not given)
  1.3	60	17%	1.2%[50 µM]
- O=C(CN1CCN(c2ccc(O)cc2)CC1)N(C1CC1)C1CCS(=O)(=O)C1 (stereo not given)
  2.0	61	80µM*	0.3%[50 µM]
- Cc1cc(C(=O)Nc2ccc(Br)cn2)sc1C
  1.1	59	3%	0.6%[50 µM]
- O=C(N/N=C/c1cc(Cl)cc([N+](=O)[O-])c1O)c1cccc(S(=O)(=O)N2CCOCC2)c1
  -1.0	52	11%	-0.5%[50 µM]
- CCN(CC(=O)Nc1ccc(NC(C)=O)cc1)C(=O)CC1OC(=O)c2ccccc21 (stereo not given)
  1.8	65	6%	0.7%[50 µM]
- CC(=O)Nc1ccc(S(=O)(=O)N(C)CC(=O)NNC(=O)c2cccs2)cc1
  -0.1	48	7%	0.8%[50 µM]
- COc1ccc(C(=O)NCc2ccc(C)cc2)cc1S(=O)(=O)N1CCCC1
  -1.4	56	3%	1.6%[50 µM]
- COc1ccc(NC(=O)c2nc[nH]c2C(=O)NCc2ccccc2)cc1
  18	76	5%	-1.1%
- O=C(COC(=O)CNC(=O)c1ccccc1Cl)Nc1ccccc1Cl
  4.8	49	7%	0.7%
- CCOC(=O)c1ccccc1NC(=O)COC(=O)CCNS(=O)(=O)c1ccc(C)c(C)c1
  4.3	49	8%	-0.3%[50 µM]
- O=C(COC(=O)CNC(=O)C1CCCCC1)Nc1ccc(F)c([N+](=O)[O-])c1
  -0.6	51	6%	0.7%[50 µM]
- CCC(C)c1ccccc1NC(=O)CN(CC)CC(=O)Nc1ccc2c(c1)OCCO2 (stereo not given)
  1.5	61	6%	-0.4%[50 µM]
- CCOC(=O)C1=C(CC)Nc2ccccc2N=C1NC(=O)c1cc(S(=O)(=O)N2CCOCC2)ccc1C
  -0.6	55	3%	0.6%[50 µM]
- COc1ccc(CNC(=O)COC(=O)CN2C(=O)NC3(CCCC3)C2=O)cc1
  -1.0	47	-1%	1.9%[50 µM]
- O=C(Cc1cccc([N+](=O)[O-])c1)Nc1ccc(C(=O)N2CCCCC2)cc1
  -1.1	65	8%	1.8%
- COc1ccc(-c2cc([N+](=O)[O-])ccc2OCC(=O)N(C)CC(=O)Nc2ccc(C)cc2)cc1
  17	33	3%	-1.3%
- CCN(CC)S(=O)(=O)c1cc(NC(=O)C2CSC3(C)CCC(=O)N23)ccc1C (stereo not given)
  3.7	83	-2%	0.1%[50 µM]
- CNC[C@@H]1Oc2c(NC(=O)Nc3ccccc3)cccc2C(=O)N([C@@H](C)CO)C[C@H]1C
  -1.3	49	-16%	-1.2%
- CSCCC(NC(=O)c1ccccc1)C(=O)N1CCCCCCC1 (stereo not given)
  4.0	54	3%	0.8%[50 µM]
- COc1cccc(OCC(=O)NCC2CCCO2)c1 (stereo not given)
  -1.7	52	0%	0.2%[50 µM]
- CC(=O)Nc1ccc(NC(=O)C(C)Sc2nnc(-c3ccc4c(c3)OCO4)o2)cc1 (stereo not given)
  -2.2	42	2%	-3.7%
- Cc1cc(C(=O)OCC(=O)Nc2ccccc2C#N)c(C)o1
  -1.8	69	6%	1.6%[50 µM]
- COc1cccc(C2=CC(=O)CC(C)(C)C2)n1
  0.5	40	4%	-0.2%
- O=C(COC(=O)c1ccc(Cl)nc1)NNC(=O)c1ccc(Br)cc1
  -0.5	46	3%	0.0%[50 µM]
- COc1ccccc1C(=O)COC(=O)Cn1nc(C)c([N+](=O)[O-])c1C
  -0.4	67	2%	1.4%[50 µM]
- Cc1ccnc2c1ccc1c(C)ccnc12
  -1.4	46	5%	2.3%[50 µM]
- O=S(=O)(Nc1cc(Cl)ccc1-n1cncn1)c1ccc(F)cc1
  -0.1	95	-1%	1.0%[50 µM]
- COc1ccc(C(=O)Nc2nc(CC(=O)NCCc3cccc(OC)c3)cs2)cc1
  1.0	63	7%	-0.1%[50 µM]
- Cc1cccc(N(Cc2ccccc2)C(=O)c2cc(S(=O)(=O)N3CCOCC3)ccc2F)c1
  1.6	55	7%	-0.7%[50 µM]
- C[C@H](CO)N1C[C@H](C)[C@@H](CN(C)C)Oc2c(NC(=O)C3CC3)cccc2C1=O
  0.7	58	5%	1.1%
- CC1CN(C(=O)CSc2nnc(-c3cccs3)n2N)CC(C)O1 (stereo not given)
  -0.7	67	5%	0.3%[50 µM]
- COc1ccc(CCC(=O)NCCS(=O)(=O)N2CCN(c3ccccc3F)CC2)cc1
  0.1	64	0%	0.7%[50 µM]
- O=C(COC(=O)c1cc(Cl)ccc1O)Nc1ccccc1C(=O)NC1CC1
  2.6	48	-3%	0.3%[50 µM]
- CC(NC(=O)COC(=O)c1ccc2ccccc2n1)c1ccccc1 (stereo not given)
  -0.5	75	10%	-3.5%
- CCCCn1c(N)c(N(CC)C(=O)c2cccs2)c(=O)[nH]c1=O
  0.4	69	2%	-0.1%
- O=S(=O)(c1ccc(Br)s1)N1CCN(CCc2ccccc2)CC1
  -1.9	62	5%	0.4%[50 µM]
- Cc1ccc(C(=O)/C=C/Nc2ccccn2)cc1
  6.7	41	4%	0.4%
- COc1ccccc1C1CC(=O)Oc2cc(C)c(Br)c(C)c21 (stereo not given)
  8.2	74	4%	0.1%
- CC1(C)NC(=O)N(CC(=O)N2CCN(S(=O)(=O)c3ccccc3F)CC2)C1=O
  -1.5	78	1%	0.4%[50 µM]
- CC1CCCCN1C(=O)COC(=O)c1ccc2c(c1)C(=O)N(Cc1ccco1)C2=O (stereo not given)
  -0.5	56	-2%	0.1%[50 µM]
- COc1ccc(NC(=O)CN(C)CC(=O)N(CC(C)C)c2c(N)n(CC(C)C)c(=O)[nH]c2=O)cc1
  -1.9	52	3%	0.3%[50 µM]
- CCN(Cc1ccncc1)C(=O)c1ccc(C)c(S(=O)(=O)N2CCCCC2)c1
  -2.2	46	2%	0.1%[50 µM]
- COc1ccc(NC(=O)CN(C)C(=O)CNC(=O)c2ccc3c(c2)OCO3)cc1
  0.9	41	4%	1.3%[50 µM]
- O=C(c1cccc(S(=O)(=O)N2CCc3ccccc32)c1)N1CCc2ccccc2C1
  4.0	73	6%	0.8%[50 µM]
- CCN(Cc1ccc2c(c1)OCCO2)C(=O)CSc1nc(C)nc2sc(C)c(C)c12
  13	59	6%	0.3%[50 µM]
- CNC(=O)c1c(NC(=O)CS(=O)(=O)c2ccc(F)cc2)sc(C)c1C
  1.1	64	2%	1.6%[50 µM]
- Brc1ccc(-c2c(-c3ccsc3)sc3ccccc23)cn1
  3.9	63	2%	3.3%
- CCn1nc(Cc2cccc3ccccc23)c(C#N)c1N
  -4.0	51	3%	-0.3%
- COc1ccc(CC(=O)N(C)Cc2cccc(OC)c2OC)cc1S(=O)(=O)N1CCOCC1
  -1.3	75	10%	1.3%[50 µM]
- CC(c1ccccc1)N1CC(C(=O)Nc2ccc(F)cc2)CC1=O (stereo not given)
  -0.3	57	4%	0.7%[50 µM]
- COc1ccc(C(CNC(=O)c2ccco2)N2CCOCC2)cc1 (stereo not given)
  0.5	63	2%	0.5%[50 µM]
- Cc1ccc(CNC(=O)c2ccc(C)c(S(=O)(=O)N3CCCCC3)c2)cc1
  -1.6	67	6%	0.7%[50 µM]
- CCOc1ccc(C(=O)NCC(=O)NNC(=O)c2ccco2)cc1OCC
  1.0	62	0%	1.9%
- CN1C(=O)N(CC(=O)Nc2ccc(C(F)(F)F)cc2)C(=O)C12CCCCC2
  -0.1	58	-1%	1.0%[50 µM]
- CCN(CC(=O)Nc1ccccc1C(F)(F)F)C(=O)CCc1nc2sc3c(c2c(=O)[nH]1)CCCC3
  1.3	68	12%	1.1%[50 µM]
- CC(OC(=O)C1CCCC1)C(=O)Nc1ccc(C(N)=O)cc1 (stereo not given)
  0.1	65	1%	-2.3%

(continued)
smiles | NTR1 agonist | NTR1 agonist cell count 20 µM | Rac1 GTP hydrolysis | K1F lysis inhibition
O=C(COC(=O)c1ccc(Cl)nc1)NC1CCCCCC1 | -0.6 | 63 | 2% | 2.2%[50 µM]
CC(C)(C)OC(=O)C[C@@H]1C/C=C\C[C@H](CC(=O)N[C@@H](CO)Cc2ccccc2)C(=O)N[C@H](C(C)(C)C)COC1=O | 0.5 | 48 | 9% | 0.0%
Cn1nc(C(=O)OCC(=O)N(Cc2ccccc2)C(C)(C)C)c2ccccc2c1=O | 4.2 | 74 | 2% | -0.5%[50 µM]
O=S(=O)(Nc1ccccc1N1CCOCC1)c1ccccc1C(F)(F)F | 1.4 | 40 | 2% | 0.0%[50 µM]
CC(=O)c1sc(NC(=O)C2CC(=O)N(Cc3ccco3)C2)nc1-c1ccccc1 (stereo not given) | -2.1 | 50 | 4% | 0.6%[50 µM]
CC(=O)NCc1ccc(C(=O)CSc2nnc(C3CC3)n2C2CC2)cc1 | -0.2 | 60 | 1% | 0.3%[50 µM]
CC(C)CCN(C(=O)C1CCCC1)c1c(N)n(Cc2ccccc2)c(=O)[nH]c1=O | -0.4 | 67 | 6% | 2.1%[50 µM]
CC(Sc1ccc(Cl)cc1)C(=O)N(C)CC(=O)Nc1ccc(N2CCOCC2)cc1 (stereo not given) | -1.2 | 62 | 5% | 1.4%[50 µM]
COc1ccc(-c2c(-c3ccsc3)oc(=O)c3cc(OC)c(OC)cc23)cc1 | 3.4 | 41 | 4% | -0.4%
CC(=NNS(=O)(=O)c1cccc([N+](=O)[O-])c1)c1ccc(-n2ccnc2)cc1 | 2.1 | 41 | 7% | 0.6%[50 µM]
Cc1ccc(S(=O)(=O)N2CCN(CC(=O)Nc3ccnn3C3CCCC3)CC2)cc1 | 2.6 | 58 | 5% | 0.5%[50 µM]
Cc1cccc(C)c1NC(=O)c1cccc(C(=O)Nc2c(C)cccc2C)n1 | 0.8 | 56 | 6% | 1.5%
O=C(CCNC(=O)c1ccccc1Cl)NCCC1=CCCCC1 | 1.1 | 77 | 6% | 1.4%[50 µM]
NC(=O)c1ccccc1N | 4.2 | 82 | -1% | -0.8%
CC[C@]12c3[nH]c4ccc(OC)cc4c3CCN1C(=O)C(CC(=O)NCCCOC)C[C@@H]2C(=O)N1CCN(C(=O)C2CC2)CC1 (stereo not given in full) | 3.4 | 48 | 8% | 0.0%
Clc1ccc(Cl)c2sc(N3CCOCC3)nc12 | -2.5 | 62 | 2% | -0.2%
Cc1ccc(Cc2nnc(SCC(=O)Nc3ccccc3)[nH]c2=O)cc1 | -0.5 | 58 | 3% | 0.3%[50 µM]
CC1CCC(NC(=O)C2COc3ccccc3O2)CC1 (stereo not given) | -0.2 | 65 | 5% | 0.9%[50 µM]
CN(CC(=O)Nc1ccccc1Cl)C(=O)COC(=O)c1ccccc1[N+](=O)[O-] | 1.3 | 60 | 11% | 0.4%[50 µM]
COC(=O)[C@@]12CCCCN1[C@H](c1ccc(-c3ccc(C(C)=O)cc3)c(OC)c1)[C@@H]1C(=O)N(C)C(=O)[C@@H]12 | 0.2 | 91 | 1% | 1.6%
Cc1ccc(C)c(-c2csc(NC(=O)c3c(C)noc3C)n2)c1 | -1.3 | 62 | 7% | 0.7%[50 µM]
Cc1ccccc1NS(=O)(=O)c1ccc(C(=O)NCC(C)(C)N2CCOCC2)cc1 | 0.6 | 56 | 0% | 0.8%[50 µM]
Cc1ccc(S(=O)(=O)N(C)C)cc1NC(=O)COC(=O)C1CC1 | -1.5 | 73 | 5% | 1.2%[50 µM]
COc1cc(CCC(=O)Nc2ccc(S(=O)(=O)N3CCOCC3)cc2)cc(OC)c1OC | -0.4 | 62 | 1% | -1.4%
O=C(NOCc1ccccc1)c1ccc(Cl)cc1Cl | -0.3 | 65 | -1% | 0.2%[50 µM]

Screening data: PubChem BioAssay, several laboratories
